TROY NFkB inh = TROY signaling inhibition. Q293 LMP1-TROYcd NF-kB luciferase reporter, 4 h. inhibition, % at 10 µM. hit rate 0.98% among 360,000. AID 1347056;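 active = compounds whose plate-normalised and pattern-corrected inhibition of the luciferase reporter signal at the single screening dose is 50% or more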
KKLEB cytotox = CF airway cell cytotoxicity counter-screen; KKLEB CF airway cells viability, ATPlite luminescence, overnight; hits give low values; cells stimulated with P. aeruginosa culture filtrate; activity change (cytotoxicity), % at 5 µM; hit rate 0.36% among 360,000; AID 602141;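 active = corrected activity change at or below -50% at 5 µM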
TRAIL sens C8 = sensitizes caspase-8 expressing cells to TRAIL; NB7+C8 cells + TRAIL, ATPlite viability luminescence; inhibition (viability loss, TRAIL sensitization), % at 10 µM; hit rate 1% among 360,000; AID 624354;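 active = compounds causing at least 50% loss of cell viability in the single-dose screen, relative to plate controls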
EBV LMP1 NFkB = inhibitors of Epstein-Barr LMP1-induced NF-kappaB reporter; LMP1-induced NF-kappaB luciferase reporter cells, luminescence; inhibition, % at 12.5 µM; hit rate 0.69% among 350,000; AID 504558; in the data active = inhibition above about 41%;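 also: 0% = neutral control wells and 100% = reference inhibitor control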
Shn3 inh set2 = Schnurri-3 reporter inhibition in Clone20 osteoblasts | inhibition, % at 12.5 µM | AID 588674 | Clone20 osteoblast Shn3 3'UTR firefly luciferase, 24 h | hit rate 0.52% among 360,000;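 active = mean inhibition of at least 75% with every replicate also reaching 75%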;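 also: 0% = median of neutral control wells and 100% = pilot-screen positive control compound; some compounds past the cut are filed as inactive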
LRH-1 inv ag = suppresses constitutive activity of human LRH-1; O00482; HEK293T StAR-luciferase reporter, LRH-1 transfected, 24 h; inhibition, % at 3.6 µM; hit rate 0.13% among 360,000;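 active = inhibition above the mean inhibition of all tested compounds plus 3 SD, cut at about 73% in these data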;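 also: 0% = DMSO wells and 100% = reporter-only cells lacking LRH-1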
Target sequence (O00482 whole entry, looked up): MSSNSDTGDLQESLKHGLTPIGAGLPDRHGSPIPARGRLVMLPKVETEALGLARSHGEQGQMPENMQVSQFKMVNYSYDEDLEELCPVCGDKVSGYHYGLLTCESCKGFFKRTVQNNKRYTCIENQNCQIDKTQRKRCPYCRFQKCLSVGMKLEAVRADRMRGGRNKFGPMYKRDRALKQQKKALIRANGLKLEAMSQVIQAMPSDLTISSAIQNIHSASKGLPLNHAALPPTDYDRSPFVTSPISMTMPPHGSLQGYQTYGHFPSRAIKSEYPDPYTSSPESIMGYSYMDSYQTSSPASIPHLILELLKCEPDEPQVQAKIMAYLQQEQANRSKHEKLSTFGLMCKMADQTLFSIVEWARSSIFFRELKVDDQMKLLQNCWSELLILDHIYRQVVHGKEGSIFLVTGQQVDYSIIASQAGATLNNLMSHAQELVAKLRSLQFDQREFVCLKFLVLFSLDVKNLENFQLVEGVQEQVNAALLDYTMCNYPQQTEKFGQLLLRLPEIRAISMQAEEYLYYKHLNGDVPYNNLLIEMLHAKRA
NR2F2 inh = inhibitors of human COUP-TFII (NR2F2); hit rate 0.7% among 370,000; HEK293T NGFI-A luciferase reporter, luminescence; AID 686940; inhibition, % at 8.6 µM;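 active = inhibition above a per-plate cutoff, mean inhibition of test wells between control levels plus 3 SD, cut at about 38% in these data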;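 also: cells cotransfected with COUP-TFII expression vector driving the NGFI-A reporter; 0% = median of COUP-TF2 test wells and 100% = reporter-only cells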
Target sequence (P24468 whole entry, looked up): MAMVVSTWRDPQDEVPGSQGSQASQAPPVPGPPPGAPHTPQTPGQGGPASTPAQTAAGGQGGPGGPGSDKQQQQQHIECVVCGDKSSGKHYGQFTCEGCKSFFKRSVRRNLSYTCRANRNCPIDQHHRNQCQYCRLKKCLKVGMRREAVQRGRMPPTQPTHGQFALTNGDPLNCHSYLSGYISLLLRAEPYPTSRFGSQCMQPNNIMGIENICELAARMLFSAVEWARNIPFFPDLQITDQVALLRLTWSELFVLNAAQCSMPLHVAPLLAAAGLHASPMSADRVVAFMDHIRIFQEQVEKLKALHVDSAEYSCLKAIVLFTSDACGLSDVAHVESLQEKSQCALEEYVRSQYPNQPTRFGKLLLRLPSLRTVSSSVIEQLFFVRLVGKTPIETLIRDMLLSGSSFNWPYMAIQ
SRC1 inh = inhibitors of human steroid receptor coactivator 1 (SRC1) | HEK293 GAL4-SRC1 luciferase reporter, luminescence | inhibition, % at 3.6 µM | hit rate 0.12% among 360,000;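 active = inhibition above the campaign mean plus 3 SD, with each screening campaign given its own cutoff, cut at about 60% in these data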;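 also: 0% = DMSO treated cells and 100% = gossypol at 36 µM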
NCOA3 inh = inhibitors of human steroid receptor coactivator 3 (SRC3) | HEK293 GAL4-SRC3 luciferase reporter, luminescence | hit rate 0.17% among 360,000 | AID 588352 | inhibition, % at 3.6 µM | Q9Y6Q9;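 active = inhibition above a per-campaign cutoff, the mean of all compounds plus 3 SD, cut at about 60% in these data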;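 also: 0% = DMSO-treated cells and 100% = gossypol-treated cells at 36 µM; higher means less SRC3-driven luciferase light from the GAL4 reporter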
TWEAK Fn14 block = TWEAK-Fn14 signaling inhibition | TWEAK-stimulated Fn14 reporter cells, luciferase luminescence, 8 h | hit rate 2% among 360,000 | inhibition, % at 10 µM; in the data active = inhibition above about 50%
CF NFkB inh = cystic fibrosis NF-kB activation inhibition; hit rate 0.86% among 360,000; KKLEB NF-kB-GFP reporter, PAF-induced, GFP fluorescence overnight; inhibition, % at 5 µM;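 active = at least 50% inhibition at 5 µM, scaled per plate between neutral and stimulator controls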;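 also: PAF is a Pseudomonas aeruginosa culture filtrate used as stimulus; plate controls were PAF-stimulated DMSO wells for no effect and unstimulated DMSO wells for full effect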
* hit, by the source's call; nt = not tested or not shown.

no.	compound	TROY NFkB inh	KKLEB cytotox	TRAIL sens C8	EBV LMP1 NFkB	Shn3 inh set2	LRH-1 inv ag	NR2F2 inh	SRC1 inh	NCOA3 inh	TWEAK Fn14 block	CF NFkB inh
1	COc1ccc2c(c1)C(NC(C)=O)C(=O)N2CCc1ccccc1 (stereo unspecified)	0	0	6	-1	1	12	-6	7	18	-5	5
2	CCCNC(=O)C1(C)CCCN(C(=O)Cc2cccc(OC)c2)C1 (stereo unspecified)	-3	-28	-3	nt	5	-2	-15	-12	-4	4	24
3	O=C(CN1CCN(c2ccc(O)cc2)CC1)N(C1CC1)C1CCS(=O)(=O)C1 (stereo unspecified)	-2	2	-8	-3	-6	-5	-14	-16	-1	22	1
4	Cc1cc(C=C2C(=O)c3ccccc3C2=O)c(C)n1-c1ccc(C(=O)O)cc1	6	-14	6	0	-6	12	7	3	-6	-12	0
5	O=C(CCn1cccn1)N1CCCC(N2CCN(c3cccc(Cl)c3)CC2)C1 (stereo unspecified)	-11	2	-9	5	-12	-7	3	9	-9	-11	-12
6	O=C(O)CCCCNCc1ccccc1	11	1	-5	4	-9	10	1	-10	-12	11	4
7	Cc1cc(OCC(=O)c2ccc(Br)cc2)ccc1N1C(=O)CCC1=O	13	-8	23	2	-11	0	13	-13	8	-8	6
8	O=C(COc1cccnc1[N+](=O)[O-])N1CCN(S(=O)(=O)c2ccc3ccccc3c2)CC1	20	0	-5	8	-2	22	12	9	15	16	2
9	S=C(NC1CC1)SCc1ccco1	-4	-20	-6	2	-10	11	6	4	-5	13	-22
10	COc1ccc(/C=N/NC(=O)C(=O)N2CCCC2)cc1	-8	4	-8	-4	-9	4	0	-41	-6	-2	-5
11	CC(C)(C)c1ccc(C(=O)c2c[nH]c(C(=O)NCc3ccco3)c2)cc1	-20	-14	1	-15	-5	-1	-10	-18	-6	0	0
12	O=C(NCC1CCCO1)c1ccccc1NS(=O)(=O)c1cccs1 (stereo unspecified)	9	-4	0	-9	0	3	-10	0	5	12	8
13	CCC(CC)C(=O)Nc1cccc(S(=O)(=O)c2cccc(NC(=O)C(CC)CC)c2)c1	-3	14	-7	-4	15	-14	-4	-11	9	-3	0
14	CC(CC1C(C#N)=C(N)SC(N)=C1C#N)c1ccccc1 (stereo unspecified)	50*	16	1	0	-12	21	14	-4	11	-2	13
15	CC(C)CCNC(=O)c1cc2c(=O)n3ccccc3nc2s1	-36	10	-5	-14	-40	-49	-20	-17	-36	-18	-18
16	CCN(CC(=O)Nc1ccc(NC(C)=O)cc1)C(=O)c1cc2c(s1)CCCCC2	-21	-2	3	-4	-8	9	0	-24	0	-3	-2
17	Cc1c(N(C)S(=O)(=O)c2cc(C(=O)N3CCCC3)ccc2Cl)c(=O)n(-c2ccccc2)n1C	-4	4	-15	3	6	-29	7	5	-3	0	-10
18	CCN1CCN(Cc2c(O)ccc3c(=O)c(-c4ccccc4OC)coc23)CC1	-11	11	8	-31	-46	-4	-4	-8	-6	2	3
19	COc1ccc(NC(C)=O)cc1NC(=O)CN1CCN(C(=O)c2ccco2)CC1	6	-15	-3	1	-35	15	12	-15	-18	1	10
20	COc1cc(CNc2nnnn2C)ccc1OCc1c(F)cccc1Cl	8	21	-10	-6	-18	8	4	-21	12	0	16
21	O=C1NC2(CCCCCC2)C(=O)N1Cc1ccc(Cl)cc1Cl	11	-3	18	-6	16	-10	-19	-15	-22	-18	11
22	CCC(C)NC(=O)C1c2ccccc2Oc2ccccc21 (stereo unspecified)	-3	4	9	-2	1	7	9	14	24	-6	-13
23	COCCNC(=O)c1cc(-c2ccccn2)nc2ccc(S(=O)(=O)N3CCC(C)CC3)cc12	-17	2	-2	-8	-7	35	-21	-8	42	14	-19
24	COc1ccc2oc(C(=O)OC(C)C(=O)Nc3ccc(N4CCOCC4)cc3)c(C)c2c1 (stereo unspecified)	-18	-2	-2	4	0	-9	-22	6	-16	-26	-4
25	COc1ccc(C(=O)C2CCCN(C(=O)Cn3ccc(C)n3)C2)cc1OC (stereo unspecified)	2	-2	0	12	-1	-10	-15	4	12	-8	-10
26	O=C(Nc1ccc2c(c1)OCO2)O[C@@H]1C[C@H]2CCC(=O)N3CC[C@@H](C1)[C@@H]23	-36	16	-5	0	-42	-10	0	-6	-8	-15	-21
27	CN(C)c1ccc(CC(=O)c2nc3ccccc3s2)cc1	76*	1	2	-10	-27	-11	-8	-4	9	78*	0
28	CCC1CCC(N2CCN(c3ccccc3F)CC2)CC1 (stereo unspecified)	-1	-1	-2	2	23	-15	-14	-26	-8	4	2
29	O=C(N/N=C/c1cccnc1)c1ccccc1[N+](=O)[O-]	6	0	1	4	-9	2	-12	-8	7	-19	8
30	Oc1c(Cl)cc(Cl)cc1/C=N/c1nc(-c2ccc(Cl)cc2)cs1	-2	-12	-16	-4	-10	-11	nt	-63	-8	12	-10
31	O=C(Nc1nnc(CCN2CCCCC2)s1)c1ccccc1Cl	-22	-9	-11	-6	12	-4	-8	-1	2	22	2
32	O=C(NCC1CCN(C(=O)c2c(F)c(F)c(F)c(F)c2F)CC1)c1c(F)c(F)c(F)c(F)c1F	-3	-4	22	-5	9	10	12	3	3	-4	2
33	COc1cccc(C2SCC(=O)N2c2ccc(Br)cc2)c1OC (stereo unspecified)	9	7	0	-1	-6	-2	6	8	5	5	-4
34	COc1ccc(N(CC(=O)Nc2cc(C)ccc2C)S(=O)(=O)c2c(C)[nH]c(=O)[nH]c2=O)cc1	9	16	3	0	-3	-8	-9	-15	3	-10	-5
35	CCOC(=O)COc1c(/C=N\O)cc(Cl)cc1OC	-7	16	1	2	-8	4	11	11	11	5	6
36	C[C@H](NC(=O)c1nc[nH]c1C(=O)NC1CCN(C(=O)OC(C)(C)C)CC1)C(=O)OC(C)(C)C	0	-17	2	-9	-18	-6	-11	-2	9	-6	6
37	O=C(NCCCN1CCOCC1)C(Sc1ccccc1)c1ccccc1 (stereo unspecified)	14	7	-2	-10	-3	-5	5	-15	15	-9	1
38	Cc1ccc(N(CC(=O)N/N=C/c2ccc(OC3CSC3)cc2)S(=O)(=O)c2ccccc2)cc1	3	8	6	1	9	7	-2	-2	12	-13	-37
39	COc1ccccc1N1CCN(C(=O)c2cccc(C(=O)N3CCN(c4ccccc4OC)CC3)c2)CC1	14	2	10	12	20	9	-12	-10	-7	8	-2
40	COCCN(C(=O)Nc1ccc(OC)cc1)c1nc2ccccc2s1	-27	-11	-9	-7	-12	-2	18	-23	-28	-23	20
41	CC1CN(C(=O)COC(=O)c2c(Cl)cccc2Cl)CC(C)O1 (stereo unspecified)	-1	-3	-3	1	24	3	17	2	-3	2	3
42	COc1ccc(C(=O)/C=C/c2cc(OC)c(O)c(OC)c2)c(F)c1	6	-5	5	18	-19	26	-6	1	33	56*	11
43	CCOC(=O)C1=CCN(S(=O)(=O)c2ccccc2Br)C1c1ccc(Br)cc1 (stereo unspecified)	5	-6	4	nt	-12	0	-1	2	5	7	-9
44	Cc1cc(C)c(NC(=O)CC(C)(C)C)c(Cl)c1	-5	2	1	-3	-5	14	-7	19	22	-10	12
45	CC(=O)N1CCN(CC(=O)Nc2cccc(S(=O)(=O)N3CCCCC3)c2)CC1	9	7	-33	-5	-8	11	8	3	-6	-8	1
46	Cc1ccc(C(C)NC(=S)NC2CCCCC2)cc1C (stereo unspecified)	-14	-5	-16	5	-18	9	6	-8	-5	31	16
47	O=c1c(/C=N/O)coc2ccc(Cl)cc12	13	6	-2	-6	nt	5	13	2	18	-3	1
48	CCN(CCO)C1CC(=O)N(c2ccccc2C)C1=O (stereo unspecified)	1	0	-5	9	7	-1	nt	-18	-3	3	-13
49	O=C(CP(=O)(c1ccccc1)c1ccccc1)Nc1nc2ccc(Cl)cc2s1	-2	3	3	5	7	14	1	-3	15	18	-4
50	CNC(=O)/C(C#N)=C/c1c(N2CCCCCC2)nc2c(C)cccn2c1=O	2	4	-7	2	9	-6	15	-19	-4	4	-43
51	C[C@@H]1CN([C@@H](C)CO)C(=O)c2cc(Br)cnc2O[C@H]1CN(C)S(=O)(=O)c1cccs1	-7	0	-4	-2	-27	16	5	1	20	8	16
52	COc1ccc(OC)c(Cc2nnc(CCC(=O)N3CCCCCC3)o2)c1	-69	-2	-6	-30	-56	-23	-22	-38	-44	-46	14
53	COc1ccc(OC)c(S(=O)(=O)NC(=O)C2(C)CCN2C(=O)CC2CCCC2)c1 (stereo unspecified)	2	-1	-11	nt	7	12	-36	0	-32	6	-32
54	CNc1cncc(-c2ccoc2)n1	6	9	-21	nt	-11	3	4	14	-14	-4	19
55	COCc1cc(CN2CCCC2)c(O)c2ncccc12	3	4	-3	13	41	29	2	11	-17	6	-17
56	Nc1ccc(C(=O)OCC(=O)N2c3ccccc3Sc3ccccc32)cc1[N+](=O)[O-]	8	4	38	-4	17	-4	3	-31	-33	-3	-5
57	CCCn1c(CCc2ccccc2)nnc1SCC(=O)N1CCCC1	-5	-1	-12	2	-8	-2	0	4	9	12	-1
58	COc1cc2ccc(C(=O)O)cc2cc1OC	-11	8	-10	0	-7	-21	0	-12	-26	-13	4
59	CCOC(=O)c1ccc(NC(=O)CN(c2ccc(C)cc2)S(=O)(=O)c2c(C)n[nH]c2C)cc1	5	-8	-1	-4	-9	-16	-21	0	-13	8	-3
60	O=C(Nc1nc(-c2ccc(S(=O)(=O)N3CCCCCC3)cc2)cs1)c1cccs1	17	-13	39	17	27	8	55*	10	3	39	-16

Continuation.
no.	compound	TROY NFkB inh	KKLEB cytotox	TRAIL sens C8	EBV LMP1 NFkB	Shn3 inh set2	LRH-1 inv ag	NR2F2 inh	SRC1 inh	NCOA3 inh	TWEAK Fn14 block	CF NFkB inh
61	Cc1cc(Oc2ccccc2)nc(NCc2ccccc2)n1	-11	-13	6	7	11	0	12	12	3	-6	12
62	CCS(=O)(=O)N1CCN(c2ccc(C(=O)NC34CC5CC(CC(C5)C3)C4)cc2[N+](=O)[O-])CC1	17	-16	17	11	10	14	-4	12	17	17	14
63	COc1ccccc1C1(CC(=O)N2CCCCC2)CCOC(C(C)C)C1 (stereo unspecified)	9	7	-4	-1	7	-13	1	8	16	-9	8
64	CCOC(=O)C1CCN(C(=O)Nc2cccc(Cl)c2)CC1	-15	2	-5	6	-6	-6	-17	-13	-52	-6	-8
65	Cc1cc(C)c2nc(SCC(=O)N(C)C3CCS(=O)(=O)C3)cc(C)c2c1 (stereo unspecified)	nt	nt	nt	-25	9	-7	1	4	14	nt	nt
66	Cc1ccc(-c2ccc(CN3C(C(C)C)C(=O)N(Cc4cn(CCC5OCCO5)nn4)CCS3(=O)=O)cc2)c(C)c1 (stereo unspecified)	24	-14	6	nt	21	0	4	9	4	34	65*
67	CSc1ccccc1NC(=O)C1=CC(c2cccs2)=NS(=O)(=O)N1C	15	-6	-8	-5	-14	29	-6	-6	3	1	20

High-throughput results as filed in PubChem BioAssay.

Not all compounds are listed; count on the stated rates, not on these rows.
